D2 agonist = activates the human D2 dopamine receptor. P14416. HEK293 T-REx D2 cells, calcium flux agonist mode. activation, % at 2 µM. hit rate 0.53% among 340,000. AID 485358;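 active = activation over 3 SD above normal in the single-dose calcium agonist read, cut at about 30% in these data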; also: 0% is about no effect
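Agonism is scored from calcium flux in a force-coupled, inducible HEK293 cell line expressing D2, read kinetically for 180 s after compound addition against dopamine controls.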
RXFP1 antagonist = blocks the human relaxin receptor RXFP1; activity change, negative = inhibition, % at 57.5 µM; HEK293-RXFP1, relaxin-stimulated cAMP HTRF, 30 min; stronger effect = lower value; hit rate 0.59% among 350,000;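 active = activity change of -60% or lower, but not beyond a set lower limit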; also: % is scaled to controls: 0 for no effect and ±100 for the full control effect
Target sequence (Q9HBX9 whole entry, looked up): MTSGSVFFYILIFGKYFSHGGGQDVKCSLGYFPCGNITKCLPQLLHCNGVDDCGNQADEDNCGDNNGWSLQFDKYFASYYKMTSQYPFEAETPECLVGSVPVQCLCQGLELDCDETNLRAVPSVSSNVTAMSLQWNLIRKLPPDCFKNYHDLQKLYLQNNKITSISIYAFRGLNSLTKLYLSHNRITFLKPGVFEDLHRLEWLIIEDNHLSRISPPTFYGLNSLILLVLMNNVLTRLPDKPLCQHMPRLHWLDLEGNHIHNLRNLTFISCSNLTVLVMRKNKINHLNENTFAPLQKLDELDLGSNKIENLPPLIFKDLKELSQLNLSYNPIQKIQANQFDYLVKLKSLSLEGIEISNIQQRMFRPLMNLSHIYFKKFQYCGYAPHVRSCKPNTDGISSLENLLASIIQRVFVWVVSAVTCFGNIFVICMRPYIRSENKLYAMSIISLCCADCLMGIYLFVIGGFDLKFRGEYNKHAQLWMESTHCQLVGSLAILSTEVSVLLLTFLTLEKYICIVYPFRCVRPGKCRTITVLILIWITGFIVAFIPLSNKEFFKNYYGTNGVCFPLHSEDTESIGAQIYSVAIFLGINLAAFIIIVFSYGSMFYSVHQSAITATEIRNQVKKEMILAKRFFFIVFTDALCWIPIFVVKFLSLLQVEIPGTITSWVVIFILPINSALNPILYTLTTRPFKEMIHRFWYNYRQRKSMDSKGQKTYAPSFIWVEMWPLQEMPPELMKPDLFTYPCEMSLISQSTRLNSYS
TRHR agonist = agonists of human TRH receptor. AID 493084. activation, % at 2 µM. P34981. TRHR cells, calcium flux fluo-8, FDSS agonist mode. hit rate 0.18% among 360,000; also: 0% is about no effect
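Read-out: compound-evoked intracellular calcium rise in TRHR cells, fluo-8 dye, kinetic FDSS fluorescence at 1 s/cycle following a 10-cycle baseline. Cells cultured overnight before dye loading (30 min–1.5 h, RT).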
D1 antagonist = blocks dopamine activation of the human D1 receptor; P21728; activity change, negative = inhibition, % at 10 µM; hit rate 3.2% among 360,000; HEK293 TREx D1 cells, calcium flux, dopamine EC80; stronger effect = lower value; in the data active = activity change below about -30%; also: % is scaled to controls: 0 for no effect and ±100 for the full control effect
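Tetracycline-induced HEK293 T-REx cells with force-coupled D1 receptor were loaded with a no-wash calcium dye. Compound was added after a 10 s baseline and read kinetically for 180 s; EC80 dopamine was then added and calcium flux followed another 180 s.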
TRHR enhancer = TRH receptor (human) allosteric enhancement. P34981. TRHR cells, fluo-8 calcium fluorescence, EC20 TRH enhancement. enhancement, % at 2 µM. hit rate 0.66% among 360,000; in the data active = enhancement above about 30%; also: 0% is about no effect
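Enhancer read-out: after compound pinning and an initial kinetic agonist-mode read, an EC20 of TRH (10 nM final) was injected and fluo-8 calcium signal (Ex 480/Em 530) followed at 1 s/cycle for 100 cycles in TRHR-expressing cells.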
D2 potentiator = D2 dopamine receptor (human) potentiation | P14416 | HEK293 T-REx D2, calcium flux, EC20 dopamine potentiation | potentiation, % at 10 µM | hit rate 0.34% among 340,000 | AID 485347;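 active = potentiation over 3 SD above the plate norm, cut at about 30% in these data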; also: 0% is about no effect
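Potentiation of an EC20 dopamine calcium response is measured in a force-coupled, tetracycline-inducible Hek293 Trex D2 line. Compound-only kinetic reads over 180 s flag agonists before dopamine addition.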
D2 antag = antagonists of human D2 dopamine receptor; HEK293 TREx D2 cells, calcium flux, dopamine EC80; inhibition, % at 10 µM; hit rate 2% among 340,000; AID 485344; in the data active = inhibition above about 30%; also: 0% is about no effect
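Measurement of antagonist activity uses fluorescent calcium dye in inducible HEK293 T-REx D2 cells: 10 s baseline, compound addition with 180 s read, EC80 dopamine addition with a further 180 s read.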
D1 potentiator = potentiators of human D1 dopamine receptor; P21728; HEK293 TREx D1 cells, calcium flux, dopamine EC20 potentiation; potentiation, % at 10 µM; hit rate 0.036% among 360,000; in the data active = potentiation above about 30%; also: 0% is about no effect
D1 ag = agonists of human D1 dopamine receptor; P21728; HEK293 T-REx D1 cells, calcium flux, agonist mode; activation, % at 2 µM; hit rate 1% among 360,000; AID 504660; also: 0% is about no effect
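Agonism was scored from calcium flux recorded over 180 s (1 read/s) after pintool compound addition, following a 10-cycle baseline. Cells were inducible force-coupled HEK293 TREx D1, plated overnight at 30 C and loaded with no-wash calcium dye.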
Numbers without * were called inactive. Rule as the data show it, unless noted: active = activation above about 30%; inactive = the rest.

Results for CC(=O)Nc1ccc(S(=O)(=O)NCCC(=O)OCC(=O)c2cccc(Br)c2)cc1 ?
D2 agonist: 0.9; RXFP1 antagonist: -12; TRHR agonist: 0.2; D1 antagonist: -24; TRHR enhancer: -4; D2 potentiator: -3; D2 antag: 0; D1 potentiator: -4; D1 ag: 9

Results for CCN(CC)C(=O)C1=C(C)NC(=S)NC1c1ccc(C)s1 (centres undefined) ?
D2 agonist: 1.5; RXFP1 antagonist: -9; TRHR agonist: -0.4; D1 antagonist: -8; TRHR enhancer: -5; D2 potentiator: -5; D2 antag: 13; D1 potentiator: 3; D1 ag: 3

How did O=C(NCCCN1CCOCC1)c1cc(-c2ccc(Br)cc2)nc2ccccc12 do in these assays?
D2 agonist: 0.9; RXFP1 antagonist: -19; TRHR agonist: 0.2; D1 antagonist: -7; TRHR enhancer: -2; D2 potentiator: 2; D2 antag: 15; D1 potentiator: 3; D1 ag: 2

What do the screens show for `O=C1CC(c2cccc(O)c2)c2c(nc(SCc3ccccc3F)[nH]c2=O)N1` (centres undefined)?
D2 agonist: -2.0; RXFP1 antagonist: -16; TRHR agonist: -2.4; D1 antagonist: -11; TRHR enhancer: 6; D2 potentiator: 11; D1 potentiator: 2; D1 ag: 19

Results for CCc1cc(=O)oc2cc(OC(=O)CN3C(=O)NC4(CCCC4)C3=O)ccc12 ?
D2 agonist: -0.2; RXFP1 antagonist: 13; TRHR agonist: -0.3; D1 antagonist: -30; TRHR enhancer: 9; D2 potentiator: -1; D2 antag: -11; D1 potentiator: -9; D1 ag: 3

What do the screens show for `CCS(=O)(=O)c1nc(S(=O)(=O)c2ccc(Cl)cc2)c(N2CCc3ccccc3C2)s1`?
D2 agonist: 0.1; RXFP1 antagonist: 18; TRHR agonist: 1.1; D1 antagonist: 1; TRHR enhancer: -3; D2 potentiator: -8; D2 antag: 4; D1 potentiator: -9; D1 ag: 9

Results for CCN(CC)C(=O)COc1coc(CN2CCN(Cc3ccccc3)CC2)cc1=O ?
D2 agonist: 0.9; RXFP1 antagonist: 5; TRHR agonist: 0.9; D1 antagonist: -8; TRHR enhancer: 5; D2 potentiator: 3; D2 antag: -9; D1 potentiator: 1; D1 ag: 2

What do the screens show for `CC(=O)Nc1ccc(S(=O)(=O)N2CCSC2c2ccco2)cc1` (centres undefined)?
RXFP1 antagonist: 14; TRHR agonist: 0.8; D1 antagonist: 1; TRHR enhancer: 1; D1 potentiator: -6; D1 ag: 4

What do the screens show for `CC(C1CC2CCC1C2)n1c(COc2ccccc2F)nnc1SCC(N)=O` (centres undefined)?
D2 agonist: 0.4; RXFP1 antagonist: -5; TRHR agonist: -0.1; D1 antagonist: 7; TRHR enhancer: 9; D2 potentiator: 9; D2 antag: 7; D1 potentiator: 27; D1 ag: 89*

What do the screens show for `Cn1nc(C(=O)OCCN2C(=O)c3ccccc3C2=O)c2ccccc2c1=O`?
D2 agonist: -0.8; RXFP1 antagonist: 1; TRHR agonist: -1.4; D1 antagonist: 3; TRHR enhancer: -8; D2 potentiator: 4; D2 antag: -7; D1 potentiator: -4; D1 ag: 2

Results for COc1ccccc1NC(=O)c1ccc(COc2ccccc2OC)o1 ?
D2 agonist: -1.8; RXFP1 antagonist: -3; TRHR agonist: -0.6; D1 antagonist: -8; TRHR enhancer: -2; D2 potentiator: 25; D2 antag: -4; D1 potentiator: -3; D1 ag: 8

Results for COc1ccc(S(=O)(=O)NCc2cccnc2)cc1NC(=O)c1ccccc1 ?
D2 agonist: -0.5; RXFP1 antagonist: 4; TRHR agonist: -0.7; D1 antagonist: -1; TRHR enhancer: 5; D2 potentiator: 4; D2 antag: -1; D1 potentiator: -4; D1 ag: 1

What do the screens show for `COc1ccc(C(=O)NCC(=O)N2CCCC(C)C2)cc1OC` (centres undefined)?
D2 agonist: 0.9; RXFP1 antagonist: 4; TRHR agonist: -0.1; D1 antagonist: 8; TRHR enhancer: -3; D2 potentiator: -3; D2 antag: -20; D1 potentiator: -2; D1 ag: 1

Results for O=C(NCCc1ccccc1)C1CCN(C(=O)c2ccc(F)cc2)CC1 ?
D2 agonist: 0.1; RXFP1 antagonist: -2; TRHR agonist: -2.3; D1 antagonist: -11; TRHR enhancer: -2; D2 potentiator: 2; D2 antag: 9; D1 potentiator: -5; D1 ag: 0

How did CC(NC(=O)CCc1ccccc1)c1ccc2c(c1)OCO2 (centres undefined) do in these assays?
RXFP1 antagonist: 6; TRHR agonist: -0.9; D1 antagonist: 2; TRHR enhancer: 1; D1 potentiator: 16; D1 ag: 1

Results for COc1cc(OC)cc(C(=O)Nc2ccccc2C(=O)NC2CC2)c1 ?
D2 agonist: -0.2; RXFP1 antagonist: -4; TRHR agonist: 0.0; D1 antagonist: -1; TRHR enhancer: 8; D2 potentiator: 19; D2 antag: -39; D1 ag: -1

Results for O=C(/C=C/c1ccc(Cl)c(Cl)c1)NC1=NCCS1 ?
D2 agonist: 0.1; RXFP1 antagonist: -12; TRHR agonist: -0.2; D1 antagonist: 1; TRHR enhancer: -8; D2 potentiator: 5; D2 antag: 1; D1 potentiator: -3; D1 ag: 1

Results for COc1ccc(OC)c(N2C(=O)C(Cl)=C(N3CCOCC3)C2=O)c1 ?
D2 agonist: 0.4; RXFP1 antagonist: 3; TRHR agonist: -0.2; D1 antagonist: 18; TRHR enhancer: 10; D2 potentiator: 0; D2 antag: 1; D1 potentiator: 1; D1 ag: -1

Results for CCCOc1ccc(-c2nnc(N)s2)cc1 ?
D2 agonist: -2.4; RXFP1 antagonist: -7; TRHR agonist: 0.0; D1 antagonist: -2; TRHR enhancer: -1; D2 potentiator: 0; D2 antag: 17; D1 potentiator: -5; D1 ag: -1

Results for COc1cccc(-c2nnc(NC(=O)c3ccc4ncsc4c3)o2)c1 ?
D2 agonist: 0.3; RXFP1 antagonist: -2; TRHR agonist: 0.9; D1 antagonist: 23; TRHR enhancer: -6; D2 potentiator: -8; D2 antag: -1; D1 potentiator: -3; D1 ag: 5

What do the screens show for `CC(C)Cc1nc2sc3c(=O)[nH]cnc3c2c2c1CCCC2`?
D2 agonist: 2.4; RXFP1 antagonist: 10; TRHR agonist: 0.5; TRHR enhancer: 7; D2 potentiator: 0; D2 antag: -19; D1 potentiator: -4; D1 ag: -1

What do the screens show for `O=C(COC(=O)C1CC2CCCC(C1)C2=O)NNC(=O)c1ccccc1F` (centres undefined)?
RXFP1 antagonist: 5; TRHR agonist: 1.8; D1 antagonist: -1; TRHR enhancer: -1; D2 potentiator: -19; D1 potentiator: -3; D1 ag: 1

How did c1ccc(CCNc2nc(-c3ccccn3)cs2)cc1 do in these assays?
D2 agonist: 1.4; RXFP1 antagonist: -3; TRHR agonist: 0.3; D1 antagonist: -6; TRHR enhancer: 1; D2 potentiator: 20; D2 antag: -22; D1 potentiator: -1; D1 ag: 5

What do the screens show for `CCS(=O)(=O)N1CC(=O)N(c2cccc(Cl)c2C)C(C)(C(=O)NC2CCCCC2)C1` (centres undefined)?
D2 agonist: 0.2; RXFP1 antagonist: -7; TRHR agonist: -0.1; D1 antagonist: 0; TRHR enhancer: -3; D2 potentiator: -1; D1 potentiator: 0; D1 ag: -1

Results for O=S1(=O)N=C(N(CCO)/N=C/C=C/c2ccccc2)c2ccccc21 ?
D2 agonist: -1.3; RXFP1 antagonist: -8; TRHR agonist: -0.4; D1 antagonist: 1; TRHR enhancer: 1; D2 potentiator: -5; D2 antag: -11; D1 potentiator: -6; D1 ag: 2

Results for O=C(Nc1nc(-c2cc(Cl)sc2Cl)cs1)c1ccc(Br)s1 ?
D2 agonist: 0.3; RXFP1 antagonist: 2; TRHR agonist: 0.2; D1 antagonist: -18; TRHR enhancer: 0; D2 potentiator: 8; D2 antag: -10; D1 potentiator: -2; D1 ag: 1

What do the screens show for `CS(=O)(=O)c1ccc2nc(NC(=O)CN3CCC(Cc4ccccc4)CC3)sc2c1`?
D2 agonist: -0.1; RXFP1 antagonist: -14; TRHR agonist: 0.8; D1 antagonist: 2; TRHR enhancer: 6; D2 potentiator: -19; D2 antag: 10; D1 potentiator: -3; D1 ag: 3

Results for CC(=O)N1N=C(c2ccccc2)CC1c1ccc(F)cc1 (centres undefined) ?
D2 agonist: -0.5; RXFP1 antagonist: 8; TRHR agonist: -0.3; D1 antagonist: -4; TRHR enhancer: 0; D2 potentiator: 5; D2 antag: -5; D1 potentiator: -7; D1 ag: 0

Results for CCN(CC)CCCNC(=O)c1cn(C)c2ccc(S(=O)(=O)N3CCOCC3)cc2c1=O ?
D2 agonist: 0.4; RXFP1 antagonist: 1; TRHR agonist: 0.5; D1 antagonist: -10; TRHR enhancer: 4; D2 potentiator: 17; D1 potentiator: 1; D1 ag: 3

What do the screens show for `O=S(=O)(c1ccccc1)N1N=C(c2cccs2)CC1c1ccc(F)cc1` (centres undefined)?
D2 agonist: -0.7; RXFP1 antagonist: 11; TRHR agonist: 0.3; D1 antagonist: -3; TRHR enhancer: -6; D2 potentiator: 11; D2 antag: 5; D1 potentiator: -5; D1 ag: 8

How did CCc1nn(C)c(-c2n[nH]c(=S)n2N)c1Cl do in these assays?
D2 agonist: 0.3; RXFP1 antagonist: -3; TRHR agonist: 0.1; D1 antagonist: 0; TRHR enhancer: 6; D2 potentiator: 15; D2 antag: 15; D1 potentiator: 2; D1 ag: 0

Results for Cc1ccc(C(C#N)c2ccc(C(=O)c3ccc(F)cc3)cc2)cc1 (centres undefined) ?
D2 agonist: 1.1; RXFP1 antagonist: -3; TRHR agonist: 3.0; D1 antagonist: -6; TRHR enhancer: -4; D2 potentiator: 8; D2 antag: -2; D1 potentiator: -2; D1 ag: 18

How did CC1(C)O[C@H]2OC([C@H](O)CON3C(=O)c4ccccc4C3=O)[C@H](O)[C@H]2O1 (some centres undefined) do in these assays?
D2 agonist: 0.2; TRHR agonist: 0.5; D1 antagonist: -18; TRHR enhancer: 3; D2 potentiator: -1; D2 antag: 7; D1 potentiator: -2; D1 ag: -1

How did CCCc1nnc(SCC(=O)N2CCOCC2)n1CC1CCCO1 (centres undefined) do in these assays?
D2 agonist: 0.2; RXFP1 antagonist: 0; TRHR agonist: -1.4; D1 antagonist: 2; TRHR enhancer: 4; D2 potentiator: 16; D2 antag: -4; D1 potentiator: -2; D1 ag: 1

Results for CC(C)C[C@H](NC(=O)N1CCN(c2ccccc2)CC1)C(=O)O ?
RXFP1 antagonist: 0; TRHR agonist: 0.4; D1 antagonist: 16; TRHR enhancer: 5; D1 potentiator: -1; D1 ag: 3

How did O=C(c1cc2ccccc2o1)N1CCN=C1SCc1cccnc1 do in these assays?
D2 agonist: 0.1; RXFP1 antagonist: -11; TRHR agonist: -0.6; D1 antagonist: -1; TRHR enhancer: -3; D2 potentiator: 2; D2 antag: 5; D1 potentiator: -8; D1 ag: 1

2 records picked at random from those above:
How did O=C(c1cc2ccccc2o1)N1CCN=C1SCc1cccnc1 do in these assays?
D2 agonist: 0.1; RXFP1 antagonist: -11; TRHR agonist: -0.6; D1 antagonist: -1; TRHR enhancer: -3; D2 potentiator: 2; D2 antag: 5; D1 potentiator: -8; D1 ag: 1

Results for O=S1(=O)N=C(N(CCO)/N=C/C=C/c2ccccc2)c2ccccc21 ?
D2 agonist: -1.3; RXFP1 antagonist: -8; TRHR agonist: -0.4; D1 antagonist: 1; TRHR enhancer: 1; D2 potentiator: -5; D2 antag: -11; D1 potentiator: -6; D1 ag: 2
